GlmU inhibition – inhibition of mycobacterial GlmU enzyme – biochemical, glucosamine-1-phosphate acetyltransferase (AID 1376); M. tuberculosis GlmU acetyltransferase enzyme assay; higher % means a stronger effect; inhibition, %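 (tested at 30 µM in the primary screen)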; hits with a dose series show IC50 in µM; 220,000 compounds, 0.25% hits; in the data active means inhibition above about 13%; inconclusive means no clear call, values can overlap the other calls;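 further: 0% = complete reaction with vehicle and 100% = reaction without substrate; strong numbers were not always called active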
RmlCD inh 1536 – inhibitors of Mycobacterium tuberculosis RmlC and RmlD coupled enzymes. RmlC+RmlD coupled enzyme assay, percent inhibition; primary screen in compound mixtures. AID 1533. inhibition, % at 3.6 µM. 160,000 compounds, 0.03% hits; in the data active means inhibition mostly above about 34%, no sharp cut-off; inconclusive means no clear call, values can overlap the other calls; inactive means mostly below about 22%; further: some results filed as inactive read as strong as hits
Target sequence (P9WH09 whole entry, looked up): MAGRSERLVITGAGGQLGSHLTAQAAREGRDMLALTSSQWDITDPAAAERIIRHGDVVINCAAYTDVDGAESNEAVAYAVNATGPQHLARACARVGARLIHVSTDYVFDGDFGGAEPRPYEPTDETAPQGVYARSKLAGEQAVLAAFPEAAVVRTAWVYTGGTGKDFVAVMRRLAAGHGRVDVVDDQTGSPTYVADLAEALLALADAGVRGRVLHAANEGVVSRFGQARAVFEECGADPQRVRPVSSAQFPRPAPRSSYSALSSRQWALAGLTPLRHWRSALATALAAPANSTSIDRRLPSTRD
Target sequence (P9WH11 whole entry, looked up): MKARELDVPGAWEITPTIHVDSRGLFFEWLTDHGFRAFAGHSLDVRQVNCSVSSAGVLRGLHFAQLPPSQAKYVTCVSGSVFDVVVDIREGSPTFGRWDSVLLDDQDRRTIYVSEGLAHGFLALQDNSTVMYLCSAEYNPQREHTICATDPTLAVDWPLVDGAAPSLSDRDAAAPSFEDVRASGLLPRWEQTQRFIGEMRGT
* marks the source's active call; other numbers are inactive results; ? = inconclusive; · = no result given. Only part of the results is shown; the hit share may differ from the screen's.

SMILES | GlmU inhibition | RmlCD inh 1536
Cc1cccc(Cn2c(C(C)(C)C)cc3cccnc32)c1 | -2.3% | 10.7
Cc1ccc(NC(=O)CC2Oc3ccccc3NC2=O)c(C)c1 (stereo unspecified) | 6.1% | ·
Nc1n[nH]c(N)c1N=Nc1ccc2c(c1)OCO2 | -4.1% | ·
O=C(O)Cc1ccc(S(=O)(=O)Nc2ccccc2C(=O)O)cc1 | 1.1% | ·
CCOC(=O)C1CCN(C(=O)Cc2cccs2)CC1 | 1.9% | -8.0
COc1cc(C(=O)Nc2ccc(-c3nnc(-c4ccco4)o3)cc2)cc(OC)c1OC | 1.4% | 33.6
Cc1ccc(Cl)cc1NC(=S)N(CCN(C)C)C(C)c1ccccn1 (stereo unspecified) | -0.9% | -4.3
O=C(O)C1CC(=O)N(c2ccc3c(c2)OCCO3)C1 (stereo unspecified) | 2.9% | ·
COCCn1c(SCC(=O)Nc2ccc(N3CCOCC3)cc2)nc2ccccc21 | 4.9% | -4.3
Cn1nc(C(F)(F)F)c2cc(C(=O)Nc3ccc(F)c(Cl)c3)sc21 | -8.4% | 8.6
CC(C)C[C@H](NC(=O)c1nc[nH]c1C(=O)NC1CCN(C(=O)OC(C)(C)C)CC1)C(=O)OCc1ccccc1 | -1.3% | ·
O=C(Cc1ccc(Cl)cc1)Nc1ccc(-c2nnc(-c3ccco3)o2)cc1 | -2.3% | 17.5
CCOC(=O)C1CCCN(CCC(=O)Nc2ccc(C)cc2)C1 (stereo unspecified) | 4.4% | -10.7
Cc1cc(=O)[nH]c(SCCOc2cccc(C(F)(F)F)c2)n1 | 0.9% | ·
Cc1ccc(S(=O)(=O)N2CCOCC2)cc1NC(=O)COC(=O)C1COc2ccccc2O1 (stereo unspecified) | 0.7% | ·
CCN(CC)CCCn1c(=S)[nH]c2ncccc2c1=O | 6.1% | -10.7
COc1cccc(OCc2cc(/C=N/NC(=O)c3ccn[nH]3)ccc2OC)c1 | 0.6% | 34.9
COc1cccc(/C=C/C(=O)c2cccc([N+](=O)[O-])c2)c1 | 6.5% | -0.6
Cc1ccc2c(c1)C=CC(C)N2C(=O)c1ccccc1 (stereo unspecified) | -1.5% | 7.6
O=C(c1ccc2c(c1)OCO2)N1CCN(c2ccc(F)cc2)CC1 | 2.1% | 11.3
O=C1CC(/C=C/c2ccc(Cl)cc2)=Nc2ccccc2N1 | 0.5% | ·
COc1ccc2nc(C)cc(Nc3ccc(N4CCOCC4)cc3)c2c1 | -8.8% | 7.4
O=C(CCC(=O)Nc1ccc(F)cc1)N/N=C/c1ccc(O)cc1O | 4.3% | -0.9
CN(C)S(=O)(=O)c1cccc(CSc2cccc[n+]2[O-])c1 | 5.4% | ·
O=C(OCCN1C(=O)c2ccccc2C1=O)c1ccco1 | -0.8% | ·

(further entries)
SMILES | GlmU inhibition | RmlCD inh 1536
COc1ccc(N2CCN(C(CNC(=O)C(C)(C)C)c3ccco3)CC2)cc1 (stereo unspecified) | 2.0% | -8.5
CCOC(=O)C(C)On1c(-c2ccccc2)nc2ccc([N+](=O)[O-])cc21 (stereo unspecified) | 0.1% | -7.7
O=C(COC(=O)CCCN1C(=O)c2cccc3cccc(c23)C1=O)Nc1cccc(Br)c1 | 0.9% | 7.9
CCOc1ccc(CN2CCN(Cc3cc4ccccc4[nH]3)CC2CCO)cc1 (stereo unspecified) | 3.3% | -14.3
Cc1ncsc1C(=O)Nc1nc2c(s1)CCCC2 | -0.4% | 12.5
Cc1cc(C)n(/N=C/c2ccccc2)c(=O)c1C#N | -0.6% | -6.1
CC1(C)CC(=O)C(C2(O)C(=O)N(Cc3ccccc3)c3ccccc32)CO1 (stereo unspecified) | 1.3% | ·
COc1ccc(-c2cn[nH]c2-c2ccc(OCc3ccccc3F)cc2O)cc1OC | 3.6% | -7.5
Cc1ccc2nc(NC(=O)CCNS(=O)(=O)c3ccc(Br)s3)sc2c1 | 3.9% | ·
N#Cc1cc(C(=O)c2cc(Cl)ccc2O)cn(CC2CCCO2)c1=O (stereo unspecified) | 1.0% | 47.9
COC(=O)c1ccc(C(=O)Nc2cc(Cl)ccc2Cl)cc1NC(=O)c1ccccc1C | -0.1% | 0.1
CN1CCC(=NNC(=O)c2cn(-c3ccccc3)nc2-c2ccccc2)CC1 | -1.4% | -2.6
CCOC(=O)C(C(=O)OCC)C1CCS(=O)(=O)C1 (stereo unspecified) | -3.1% | ·
COc1ccc(CCNC(=O)CSc2ccc(-c3cccs3)nn2)cc1 | 0.5% | 2.4
COc1ccccc1NC(=O)C1=C(C)NC(=O)NC1c1ccc(C)cc1 (stereo unspecified) | -4.3% | ·
CCCNC(=O)c1c(N)n(-c2ccc(S(N)(=O)=O)cc2)c2nc3ccccc3nc12 | · | 6.8
CC(C)C(C)NC(=O)CN1C(=O)NC2(CCCCCC2)C1=O (stereo unspecified) | 3.8% | ·
O=C(CCn1cccc1)NCc1ccc(Cl)cc1 | -0.2% | ·
CN(C)CCCN1C(=O)C(O)=C(C(=O)c2cc3ccccc3o2)C1c1ccccc1 (stereo unspecified) | · | 6.8
O=C(CCS(=O)(=O)c1ccc(Br)s1)NCc1cccs1 | 2.0% | 8.6
COc1c(C)cc(Br)cc1C(=O)Nc1ccc(C)cc1[N+](=O)[O-] | -5.3% | 8.8
CCCCC(=O)Nc1ccc(C(=O)Nc2ccc3c(c2)OCO3)cc1 | -1.6% | ·
Cc1ccc(N=Nc2c(O)[nH]c(=O)[nH]c2=O)c([N+](=O)[O-])c1 | 6.0% | 16.7
CN(C)c1ccc(C2SCCN2C(=O)c2ccc([N+](=O)[O-])cc2)cc1 (stereo unspecified) | 4.5% | 2.5
NC(=O)C1CCN(C(=O)CSCc2ccccc2Cl)CC1 | 1.1% | ·

Next results.
SMILES | GlmU inhibition | RmlCD inh 1536
COc1cc(OC)cc(C(=O)OCC(=O)Nc2ccc(N3CCCCC3)cc2)c1 | -6.3% | 18.6
CC(C)n1c(O)c(C=NCc2cccnc2)c(=O)[nH]c1=S | 3.9% | -14.9
COCCNC(=S)NNc1ccccc1[N+](=O)[O-] | 5.4% | -15.4
COc1ccc(C(C#N)Nc2ccccc2)cc1 (stereo unspecified) | 4.3% | -5.1
CC1CN(c2ccc([N+](=O)[O-])nc2)CC(C)O1 (stereo unspecified) | 4.0% | 3.8
O=C(NCc1ccccc1)C1CCCN(c2nc3ccsc3c(=O)s2)C1 (stereo unspecified) | -1.2% | -8.1
CCOC(=O)C1CCCN(Cc2nc(C3CC3)no2)C1 (stereo unspecified) | -5.5% | ·
COc1cc2c(OC)cccc2cc1C(=O)O | 5.5% | -4.7
O=C(O)c1cnn2c(C(F)F)cc(C3CC3)nc12 | 2.3% | -0.5
CCC(=O)Nc1ccc(C(=O)Cn2ncc(Cl)c(Cl)c2=O)cc1 | 1.5% | ·
Cc1ccccc1C1NC(=S)NC2=C1C(=O)CCC2 (stereo unspecified) | 6.6% | -2.9
Cc1ccc(CC2C(=O)N(c3ncccn3)C(=O)C2C)cc1 (stereo unspecified) | -7.5% | 5.8
Cc1cc(NC(=O)c2cc(Cl)ccc2Cl)no1 | 3.4% | ·
COCCn1c(SCC(=O)N2CCc3ccccc32)nc2c(c1=O)SC(C)C2 (stereo unspecified) | -2.0% | ·
Fc1cccc(Cl)c1CSc1ccc(-c2ccco2)nn1 | -1.1% | 1.6
Cc1cc(C)n(-c2nc(C)nc3c2cnn3-c2ccccc2)n1 | 9.6% | 11.9
CC(CC1CC(C)(C)OC1=O)C(=O)Nc1nncs1 (stereo unspecified) | 1.2% | ·
NC(=O)/C(=C\c1ccccc1)NC(=O)/C=C/c1ccccc1 | -4.2% | ·
COc1ccccc1-n1c(SCC(=O)Nc2nnc(C)s2)nc2c(c1=O)SCC2 | 4.0% | ·
CCCCCCCCN1[C@@H](CC(=O)OC)c2cc(C(F)(F)F)ccc2S1(=O)=O | -3.9% | ·
CCn1c(SCC(=O)N/N=C/c2ccccc2OCC(=O)O)nnc1-c1ccc(C)cc1 | 0.4% | -7.8
Nc1cnc(Nc2ccc(Br)cc2)nc1N | 5.5% | -9.7
Cc1nc2oc3c(=O)[nH]cnc3c2c2c1COC(C)(C)C2 | 0.6% | -6.3
O=C(COC(=O)CNC(=O)c1ccccc1F)NCCC1=CCCCC1 | -5.6% | 4.3
NC(=O)C1CCN(c2nc(-c3ccccc3)nc3ccccc23)CC1 | 1.7% | 15.7

More entries follow.
SMILES | GlmU inhibition | RmlCD inh 1536
O=c1c2c(nc(NCCO)n1CC1CCCCC1)-c1ccccc1CC21CCCC1 | 0.9% | 9.3
O=C(NCc1ccccn1)C1CCCN(Cc2cnn(-c3ccccc3)c2-n2cccc2)C1 (stereo unspecified) | -1.7% | 6.4
CCOC(=O)c1sc(NC(=O)CN(CC(C)C)CC(C)C)c(C(=O)OCC)c1C | 3.7% | ·
O=C(O)CC1NC(=O)N(c2ccc(Cl)cc2)C1=O (stereo unspecified) | 4.5% | -8.4
CC/C(=N\NC(=O)c1ccncc1)C12CC3CC(CC(C3)C1)C2 | 3.3% | 12.8
COc1ccccc1Oc1ccc2c(c1)C(=O)N(c1ccc(C)cc1)C2=O | · | 2.6
COc1ccc(NC(=O)COc2ccc(C(=O)OCC(=O)N(C)C3CCS(=O)(=O)C3)cc2OC)cc1 (stereo unspecified) | -3.7% | 9.1
Brc1ccc(Nc2c3c(nc4ncnn24)CCC3)cc1 | 0.4% | 4.5
O=C(Nc1ccncc1)c1cncc(Br)c1 | -2.0% | 10.3
COc1ccc(Cc2c(O)nc(SCC(=O)NC(C)(C)C)[nH]c2=O)cc1 | -0.3% | -4.0
Fc1ccc(CSc2nc3ncc(Br)cc3[nH]2)cc1 | -0.1% | -3.9
O=C(CN1C(=O)/C(=C/c2ccccc2F)Oc2ccccc21)N1CCN(c2ccccn2)CC1 | 2.5% | -4.9
O=C(Nc1ccccc1)c1ccccc1N=Cc1cccc(O)c1 | 5.3% | -0.2
Cc1[nH]c2ccccc2c(=O)c1CN(C)Cc1ccccc1 | -5.7% | -1.7
CC(=O)C1C(c2cccc(F)c2)c2c(n[nH]c2C)CC1(C)O (stereo unspecified) | 2.1% | -4.7
Cc1ccc(S(=O)(=O)NC(=NCC(=O)O)c2ccc(F)cc2)cc1 | -0.7% | 12.3
CC(C)NC(=O)CN1CCC(c2ccccc2)C(O)C1 (stereo unspecified) | 6.8% | 2.4
COc1ccc(C2/C(=C(/O)c3ccccc3)C(=O)C(=O)N2CC(C)O)c(OC)c1 (stereo unspecified) | -3.1% | ·
CCn1nc(C)cc1Nc1ccccc1 | 0.8% | -3.4
CC(=O)Nc1ccc(NC(=O)COC(=O)CCc2nc3ccccc3s2)cc1 | 3.6% | 7.4
Cc1ccc(Cl)cc1N1CCN(C(=O)Cc2c(C(=O)O)[nH]c3ccccc23)CC1 | 2.2% | ·
COc1cc(CN/C(C)=C(\C#N)C(N)=O)cc(OC)c1OC | -1.3% | ·
COc1cc2c(cc1NC(=O)CSc1nnc(COc3ccc(Cl)cc3)n1C)oc1ccccc12 | 5.4% | ?
C[C@@H]1NC(=O)[C@H](CCC(N)=O)NC(=O)c2cc([N+](=O)[O-])cc(I)c2NCC[C@@H](C(N)=O)NC1=O | 0.8% | ·
O=C(N/C(=C/C=C/c1ccccc1)C(=O)N1CCOCC1)c1ccccc1Br | -0.6% | -14.1

New compounds follow
SMILES | GlmU inhibition | RmlCD inh 1536
Cc1ccc(C)c(OCC(=O)N2CCN(C(=O)c3ccco3)CC2)c1 | 0.3% | -9.5
Cc1ccc(-n2ncc3c(NCC4CCCO4)ncnc32)c(C)c1 (stereo unspecified) | -6.2% | 5.0
Cc1ccc(N2C(=O)C(CC(=O)Nc3cccc(F)c3)N(C3CC3)C2=O)cc1 (stereo unspecified) | 0.6% | -5.4
O=C(Cn1c(=O)oc2ccccc21)N(Cc1ccccc1)C1CCS(=O)(=O)C1 (stereo unspecified) | 4.3% | 29.5
CNC(=O)c1snnc1-c1ccccc1 | 0.2% | 13.2
O=C(/C=C/c1ccc(F)cc1)Nc1ccc2[nH]c(=O)[nH]c2c1 | 5.6% | 8.3
O=C(O)CC1S/C(=N/N=C/c2ccc([N+](=O)[O-])cc2)N(c2ccc(O)cc2)C1=O (stereo unspecified) | 2.5% | 11.8
COc1ccccc1N(CC(=O)Nc1ccc(S(=O)(=O)N2CCCCC2)cc1)S(C)(=O)=O | 0.3% | ·

Structures listed so far that have an aryl thioether with sulfur outside any ring (11):
SMILES | GlmU inhibition | RmlCD inh 1536
COCCn1c(SCC(=O)Nc2ccc(N3CCOCC3)cc2)nc2ccccc21 | 4.9% | -4.3
Cc1cc(=O)[nH]c(SCCOc2cccc(C(F)(F)F)c2)n1 | 0.9% | ·
CN(C)S(=O)(=O)c1cccc(CSc2cccc[n+]2[O-])c1 | 5.4% | ·
COc1ccc(CCNC(=O)CSc2ccc(-c3cccs3)nn2)cc1 | 0.5% | 2.4
COCCn1c(SCC(=O)N2CCc3ccccc32)nc2c(c1=O)SC(C)C2 (stereo unspecified) | -2.0% | ·
Fc1cccc(Cl)c1CSc1ccc(-c2ccco2)nn1 | -1.1% | 1.6
COc1ccccc1-n1c(SCC(=O)Nc2nnc(C)s2)nc2c(c1=O)SCC2 | 4.0% | ·
CCn1c(SCC(=O)N/N=C/c2ccccc2OCC(=O)O)nnc1-c1ccc(C)cc1 | 0.4% | -7.8
COc1ccc(Cc2c(O)nc(SCC(=O)NC(C)(C)C)[nH]c2=O)cc1 | -0.3% | -4.0
Fc1ccc(CSc2nc3ncc(Br)cc3[nH]2)cc1 | -0.1% | -3.9
COc1cc2c(cc1NC(=O)CSc1nnc(COc3ccc(Cl)cc3)n1C)oc1ccccc12 | 5.4% | ?
